High-throughput results as filed in PubChem BioAssay.
Bcl-xL primary: blocks human Bcl-xL binding to Bim BH3 peptide. GST-Bcl-xL / FITC-Bim BH3 peptide fluorescence polarization. inhibition, % at 10.9 µM. hit rate 0.7% among 320,000. AID 2129;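 active = inhibition above the mean of all tested compounds plus 3 SD, cutoff set per campaign, cut at about 30% in these data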;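 also: 0% = DMSO wells and 100% = unlabeled Bim-BH3 peptide competitor; inhibitors lower millipolarization by displacing the labeled peptide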
Target sequence (Q07817 whole entry, looked up): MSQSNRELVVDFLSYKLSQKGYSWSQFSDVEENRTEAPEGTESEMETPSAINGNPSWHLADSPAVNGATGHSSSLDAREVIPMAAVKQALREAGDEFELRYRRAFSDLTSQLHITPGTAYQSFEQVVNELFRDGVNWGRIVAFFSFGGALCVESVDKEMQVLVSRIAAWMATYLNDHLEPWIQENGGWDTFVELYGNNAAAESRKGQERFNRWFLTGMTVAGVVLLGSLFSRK
GLD-1 RNA inh: GLD-1-TGE RNA interaction inhibition (C. elegans); inhibition, % at 5.96 µM; hit rate 0.44% among 320,000; AID 2280; purified GLD-1 + fluorescein TGE RNA, fluorescence polarization;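 active = percent inhibition above a per-plate cutoff, the plate mean of test compounds plus 3 SD, cut at about 30% in these data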;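 also: 0% = DMSO wells with GLD-1 and probe and 100% = wells lacking GLD-1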
Target sequence (Q17339 whole entry, looked up): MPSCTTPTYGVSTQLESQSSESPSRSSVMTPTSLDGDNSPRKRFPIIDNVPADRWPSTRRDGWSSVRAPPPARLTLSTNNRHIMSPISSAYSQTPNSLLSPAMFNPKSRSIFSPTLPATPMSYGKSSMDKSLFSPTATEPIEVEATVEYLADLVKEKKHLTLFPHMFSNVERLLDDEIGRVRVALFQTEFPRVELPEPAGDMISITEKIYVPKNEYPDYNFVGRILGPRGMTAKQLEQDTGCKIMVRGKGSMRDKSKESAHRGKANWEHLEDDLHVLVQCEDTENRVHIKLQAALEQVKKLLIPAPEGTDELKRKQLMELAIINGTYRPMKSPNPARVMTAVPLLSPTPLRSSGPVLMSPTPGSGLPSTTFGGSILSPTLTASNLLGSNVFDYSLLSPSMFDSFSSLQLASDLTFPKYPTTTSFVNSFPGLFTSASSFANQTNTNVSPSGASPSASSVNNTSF
CR mimetic SO: caloric restriction mimetics inhibiting age-related superoxide in yeast; hit rate 0.18% among 330,000; superoxide response (% of plate mean), % at 10 µM; S. cerevisiae aged cells, superoxide DHE fluorescence; hits give low values; AID 2690;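 active = superoxide response under a set limit, about three screen SD below normal, cut at about 65% in these data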;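 also: yeast aged for seven days with compound at 30 °C before DHE staining; 100% = average MFI of all compound-treated wells on the plate with controls excluded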
GRK2 aptamer HTS: human GRK2 inhibition via aptamer displacement. inhibition of aptamer binding, % at 10 µM. bead flow cytometry, FAM-aptamer displacement from GRK2. hit rate 0.59% among 330,000. P25098;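 active = inhibition of aptamer binding above 40%, roughly 3 SD of noise, on plates passing a quality check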;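 also: median bead fluorescence of bound FAM aptamer so fluorescent compounds give negative values; no value below 0 was filed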
VLA-4 inh: inhibition in a human VLA-4 binding assay | P13612 | VLA-4 expressing cells, ligand binding flow cytometry | inhibition, % (about 7 µM as worked out from the volumes in the protocol) | hit rate 0.2% among 330,000 | AID 2557; in the data active = inhibition above about 50%
AGP1-GFP MLPCN: yeast TOR pathway AGP1-GFP modulation | S. cerevisiae AGP1-GFP multiplex flow cytometry, 3 h; GFP as percent of DMSO wells | GFP response vs DMSO, % at 10 µM | hit rate 0.02% among 320,000 | AID 2066;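 active = GFP response relative to DMSO above a set limit, near screen average plus 3 SD, cut at about 150% in these data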;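 also: median GFP channel fluorescence of the gated AGP1 strain per well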
CIT2-GFP yeast: yeast TOR pathway CIT2-GFP modulation. S. cerevisiae CIT2-GFP strain, flow cytometry, 3 h; 100 means same as DMSO wells. GFP response vs DMSO, % at 10 µM. hit rate 0.065% among 320,000. AID 2029;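 active = GFP response relative to DMSO above a set limit, near the screen mean plus 3 SD, cut at about 150% in these data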;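 also: ratio of well median GFP fluorescence to mean of DMSO wells on the plate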
MCL1 BIM primary: MCL1-BIM-BH3 interaction inhibition (human) | Q07820 | GST-MCL1 / FITC-Bim-BH3 fluorescence polarization | inhibition, % at 10.9 µM | hit rate 0.68% among 320,000;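 active = inhibition above the mean inhibition of all tested compounds plus 3 SD, set per campaign, cut at about 40% in these data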;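 also: 0% = DMSO wells and 100% = unlabeled Bim-BH3 peptide control; higher means more loss of mP so more displacement of Bim peptide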
Target sequence (Q07820 whole entry, looked up): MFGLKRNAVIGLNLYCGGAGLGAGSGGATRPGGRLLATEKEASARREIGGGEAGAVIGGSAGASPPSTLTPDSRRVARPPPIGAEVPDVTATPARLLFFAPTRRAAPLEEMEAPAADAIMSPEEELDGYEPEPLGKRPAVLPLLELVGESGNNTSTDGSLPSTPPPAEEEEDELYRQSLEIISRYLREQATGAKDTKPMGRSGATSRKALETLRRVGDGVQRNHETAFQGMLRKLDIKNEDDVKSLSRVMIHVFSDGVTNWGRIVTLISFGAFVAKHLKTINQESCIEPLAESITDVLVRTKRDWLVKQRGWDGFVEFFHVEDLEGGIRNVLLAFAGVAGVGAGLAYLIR
MEX-5 binding: C. elegans MEX-5 TCR-2 RNA binding activity; Q9XUB2; MEX-5/FITC-TCR2 RNA binding, fluorescence polarization; hits give low values; activity score (negative = inhibition of binding), % at 10 µM; hit rate 0.38% among 300,000; AID 1832;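 active = inhibition past about -25% in most replicates, and total fluorescence under double the plate's negative control median, limit read from the data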;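 also: 0% = DMSO and -100% = 5 µM competing unlabeled TCR2 RNA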
Starred values were filed as active, the others as inactive.

For CCN(Cc1ccccc1)C(=O)COC(=O)c1cc(S(=O)(=O)Nc2c(C)n(C)n(-c3ccccc3)c2=O)ccc1C the results were Bcl-xL primary 8.2, GLD-1 RNA inh 1.0, CR mimetic SO 98.5, GRK2 aptamer HTS 0.0, VLA-4 inh 9.4, AGP1-GFP MLPCN 101.0, CIT2-GFP yeast 91.6, MCL1 BIM primary 7.7 and MEX-5 binding -2.6.
For Cc1c(Cl)cccc1NC(=O)CS(=O)(=O)c1ccccc1 the results were Bcl-xL primary 5.1, GLD-1 RNA inh -6.1, CR mimetic SO 93.9, GRK2 aptamer HTS 2.0, VLA-4 inh 1.2, AGP1-GFP MLPCN 99.3, CIT2-GFP yeast 92.6, MCL1 BIM primary -10.8 and MEX-5 binding 0.2.
Screening Cc1nc2ccc(NC(=S)N3CCN(c4ccccn4)CC3)cc2nc1C returned Bcl-xL primary 5.3, GLD-1 RNA inh 3.6, CR mimetic SO 102.4, GRK2 aptamer HTS 1.0, VLA-4 inh 0.0, AGP1-GFP MLPCN 108.6, CIT2-GFP yeast 110.7, MCL1 BIM primary 11.3 and MEX-5 binding -0.3.
For O=C(Nc1ccc(Oc2ncccn2)cc1)c1ccco1 the results were Bcl-xL primary 7.8, GLD-1 RNA inh 2.0, CR mimetic SO 110.5, GRK2 aptamer HTS 7.0, VLA-4 inh 7.6, AGP1-GFP MLPCN 109.1, CIT2-GFP yeast 107.3, MCL1 BIM primary 5.5 and MEX-5 binding 1.0.
Screening CCCCOC(=O)c1ccc(NC(=O)c2ccoc2C)cc1 returned Bcl-xL primary -1.6, GLD-1 RNA inh 4.3, CR mimetic SO 103.1, GRK2 aptamer HTS 0.0, VLA-4 inh 0.1, AGP1-GFP MLPCN 105.9, CIT2-GFP yeast 89.3, MCL1 BIM primary -4.0 and MEX-5 binding -0.6.
Cc1cccc(NC(=O)C(C)SCc2nc3sc4c(c3c(=O)[nH]2)CCCC4)n1 (stereo not given) was read as Bcl-xL primary 3.1, GLD-1 RNA inh -12.8, CR mimetic SO 94.2, GRK2 aptamer HTS 2.0, VLA-4 inh -9.0, AGP1-GFP MLPCN 92.5, CIT2-GFP yeast 91.3, MCL1 BIM primary -1.9 and MEX-5 binding 1.4.
Screening COc1ccccc1NC(=O)N1c2ccc(F)cc2CCC1C (stereo not given) returned Bcl-xL primary 2.6, GLD-1 RNA inh 1.7, CR mimetic SO 89.0, GRK2 aptamer HTS 0.0, VLA-4 inh 1.6, AGP1-GFP MLPCN 103.2, CIT2-GFP yeast 92.2, MCL1 BIM primary 4.3 and MEX-5 binding -0.9.
Nc1c(N(CCC2=CCCCC2)C(=O)CCCOc2ccccc2)c(=O)[nH]c(=O)n1Cc1ccccc1 was read as Bcl-xL primary -1.0, GLD-1 RNA inh 4.6, CR mimetic SO 101.2, GRK2 aptamer HTS 0.0, VLA-4 inh 22.9, AGP1-GFP MLPCN 108.4, CIT2-GFP yeast 111.4, MCL1 BIM primary -5.7 and MEX-5 binding -0.3.
Cc1ccccc1OCCC(=O)Nc1ccc(N2CCOCC2)cc1N1CCOCC1 was read as Bcl-xL primary 0.7, GLD-1 RNA inh -0.2, CR mimetic SO 82.9, GRK2 aptamer HTS 0.0, VLA-4 inh 8.9, AGP1-GFP MLPCN 93.4, CIT2-GFP yeast 82.1, MCL1 BIM primary -0.8 and MEX-5 binding 0.5.
`Cn1c(N)c(C(=O)COC(=O)c2cnc(Cl)c(Cl)c2)c(=O)n(C)c1=O` gave Bcl-xL primary 7.5, GLD-1 RNA inh 9.8, CR mimetic SO 103.2, GRK2 aptamer HTS 0.0, VLA-4 inh 8.8, AGP1-GFP MLPCN 99.2, CIT2-GFP yeast 102.4, MCL1 BIM primary 6.7 and MEX-5 binding 0.2.
CCC(=O)Nc1nc2ccc3sc(C)nc3c2s1 was read as Bcl-xL primary -6.7, GLD-1 RNA inh 7.3, CR mimetic SO 97.5, GRK2 aptamer HTS 2.0, VLA-4 inh 19.8, AGP1-GFP MLPCN 95.7, CIT2-GFP yeast 93.4, MCL1 BIM primary 0.5 and MEX-5 binding 0.3.
`CCOc1cc(NC(=S)NCC2CCCO2)c(OCC)cc1NC(=O)C1CC1` (stereo not given) gave Bcl-xL primary 4.8, GLD-1 RNA inh 1.2, CR mimetic SO 103.7, GRK2 aptamer HTS 1.0, VLA-4 inh -4.3, AGP1-GFP MLPCN 96.0, CIT2-GFP yeast 97.1, MCL1 BIM primary 10.1 and MEX-5 binding 1.1.
O=C1SCCC1NS(=O)(=O)c1ccccc1[N+](=O)[O-] (stereo not given) was read as Bcl-xL primary 3.0, GLD-1 RNA inh -2.1, CR mimetic SO 115.5, GRK2 aptamer HTS 2.0, VLA-4 inh -5.1, AGP1-GFP MLPCN 106.4, CIT2-GFP yeast 109.4, MCL1 BIM primary 7.9 and MEX-5 binding -0.9.
`O=C1C(Cl)=C(N2CCCCC2)C(=O)N1c1ccccc1Cl` gave Bcl-xL primary 2.3, GLD-1 RNA inh -1.8, CR mimetic SO 91.0, GRK2 aptamer HTS 1.0, VLA-4 inh 7.3, AGP1-GFP MLPCN 99.0, CIT2-GFP yeast 100.5, MCL1 BIM primary -0.6 and MEX-5 binding 1.0.
Screening COCCN(C(=O)c1snc(C(N)=O)c1N)C(C(=O)NC1CCCCC1)c1ccc(OC)c(OC)c1 (stereo not given) returned Bcl-xL primary -2.6, GLD-1 RNA inh -0.9, CR mimetic SO 101.7, GRK2 aptamer HTS 0.0, VLA-4 inh -4.5, AGP1-GFP MLPCN 108.0, CIT2-GFP yeast 114.2, MCL1 BIM primary -1.6 and MEX-5 binding -1.6.
`CCOc1ccc(CN2CCN(Cc3cn(CC)nc3C)CC2CCO)cc1` (stereo not given) gave Bcl-xL primary 2.3, GLD-1 RNA inh 2.0, CR mimetic SO 95.8, GRK2 aptamer HTS 2.0, VLA-4 inh 41.6, AGP1-GFP MLPCN 102.6, CIT2-GFP yeast 103.5, MCL1 BIM primary 5.4 and MEX-5 binding 3.7.
`Cc1ccc(S(=O)(=O)N(C)CC(=O)Nc2cccc3c2CCCC3)cc1` gave Bcl-xL primary -3.2, GLD-1 RNA inh -6.7, CR mimetic SO 93.8, GRK2 aptamer HTS 0.0, VLA-4 inh 14.3, AGP1-GFP MLPCN 104.9, CIT2-GFP yeast 103.7, MCL1 BIM primary -12.0 and MEX-5 binding 0.4.
CCN1CCN(C2=NC(=O)/C(=C/c3ccc(C)o3)S2)CC1 was read as Bcl-xL primary 27.4, GLD-1 RNA inh 24.0, CR mimetic SO 102.3, GRK2 aptamer HTS 0.0, VLA-4 inh 3.3, AGP1-GFP MLPCN 103.6, CIT2-GFP yeast 94.4, MCL1 BIM primary 24.9 and MEX-5 binding -2.4.
Screening CC(=O)N(C)N(C)c1cc(C)nc(N)n1 returned Bcl-xL primary 5.9, GLD-1 RNA inh -2.6, CR mimetic SO 99.5, GRK2 aptamer HTS 0.0, VLA-4 inh 14.1, AGP1-GFP MLPCN 104.5, CIT2-GFP yeast 107.1, MCL1 BIM primary -6.0 and MEX-5 binding 0.0.
O=C(Cn1nc(-c2ccc(Cl)cc2)ccc1=O)N1CCN(c2ccccc2)CC1 was read as Bcl-xL primary 1.2, GLD-1 RNA inh 3.1, CR mimetic SO 101.7, GRK2 aptamer HTS 3.0, VLA-4 inh 3.9, AGP1-GFP MLPCN 92.4, CIT2-GFP yeast 99.0, MCL1 BIM primary -0.8 and MEX-5 binding -0.1.
`C/C(=N\NC(=O)c1ccccc1)C1C2C=CC(C2)C1(C)C` (stereo not given) gave Bcl-xL primary 2.8, GLD-1 RNA inh 2.4, CR mimetic SO 88.7, GRK2 aptamer HTS 0.0, VLA-4 inh 7.3, AGP1-GFP MLPCN 98.3, CIT2-GFP yeast 97.1, MCL1 BIM primary -0.8 and MEX-5 binding 2.2.
Screening COCCCNC(=O)C1CC(=O)N(CCc2ccc(F)cc2)C1 (stereo not given) returned Bcl-xL primary -1.5, GLD-1 RNA inh 1.8, CR mimetic SO 95.7, GRK2 aptamer HTS 0.0, VLA-4 inh 3.3, AGP1-GFP MLPCN 98.5, CIT2-GFP yeast 95.6, MCL1 BIM primary -5.1 and MEX-5 binding 1.3.
CSc1ccc(C2NC(=O)c3c(sc4c3CCN(C)C4)N2)cc1 (stereo not given) was read as Bcl-xL primary -10.7, GLD-1 RNA inh -79.1, CR mimetic SO 107.6, GRK2 aptamer HTS 0.0, VLA-4 inh 0.0, AGP1-GFP MLPCN 94.9, CIT2-GFP yeast 93.7, MCL1 BIM primary 39.2 and MEX-5 binding -1.8.
Cc1ccc(C)c(NC(=O)CN(C)C(=O)c2cccc(Oc3ccccc3)c2)c1 was read as GLD-1 RNA inh -1.9, CR mimetic SO 100.1, GRK2 aptamer HTS 0.0, VLA-4 inh -12.4, AGP1-GFP MLPCN 104.4 and CIT2-GFP yeast 105.9.
Screening CCN(CC)C(=O)c1ccc2c3c(cccc13)C(=O)N(CCc1ccc(OC)c(OC)c1)C2=O returned Bcl-xL primary 7.3, GLD-1 RNA inh 6.0, CR mimetic SO 99.0, GRK2 aptamer HTS 1.0, VLA-4 inh 5.5, AGP1-GFP MLPCN 98.2, CIT2-GFP yeast 102.6, MCL1 BIM primary 11.8 and MEX-5 binding -2.3.
COc1ccc(N2CCN(C(=O)c3cc(C4CC4)nn3-c3ccccc3)CC2)cc1 was read as Bcl-xL primary -4.4, GLD-1 RNA inh 10.4, CR mimetic SO 134.1, GRK2 aptamer HTS 0.0, VLA-4 inh 3.5, AGP1-GFP MLPCN 104.3, CIT2-GFP yeast 96.7 and MCL1 BIM primary -14.1.
For Cc1cc(NC(=O)C(C)SCC(=O)Nc2cc(C(F)(F)F)ccc2N2CCCCC2)no1 (stereo not given) the results were Bcl-xL primary -1.1, GLD-1 RNA inh 11.4, CR mimetic SO 74.7, GRK2 aptamer HTS 0.0, VLA-4 inh -16.4, AGP1-GFP MLPCN 102.5, CIT2-GFP yeast 100.0, MCL1 BIM primary -0.1 and MEX-5 binding 1.8.
For COc1ccc(-c2noc(N3CCC(C(=O)Nc4cc(OC)c(OC)c(OC)c4)CC3)n2)cc1 the results were Bcl-xL primary 9.5, GLD-1 RNA inh 6.1, CR mimetic SO 95.2, GRK2 aptamer HTS 0.0, VLA-4 inh 28.2, AGP1-GFP MLPCN 103.4, CIT2-GFP yeast 108.1, MCL1 BIM primary 0.3 and MEX-5 binding -0.2.
COc1ccc(CC(=O)NNC(=O)c2cc(C)oc2C)cc1OC was read as Bcl-xL primary -1.4, GLD-1 RNA inh -0.4, CR mimetic SO 93.9, GRK2 aptamer HTS 1.0, VLA-4 inh -2.7, AGP1-GFP MLPCN 106.2, CIT2-GFP yeast 99.9, MCL1 BIM primary 5.7 and MEX-5 binding 3.7.
`CNCCCOc1ccc(C)cc1Br` gave Bcl-xL primary 5.0, GLD-1 RNA inh 7.8, CR mimetic SO 94.2, GRK2 aptamer HTS 0.0, VLA-4 inh 10.5, AGP1-GFP MLPCN 110.9, MCL1 BIM primary 6.1 and MEX-5 binding 0.5.
Oc1ccccc1C=NCCN=Cc1ccccc1O was read as Bcl-xL primary 6.5, GLD-1 RNA inh 6.2, CR mimetic SO 85.6, GRK2 aptamer HTS 5.0, VLA-4 inh 13.4, AGP1-GFP MLPCN 103.7, CIT2-GFP yeast 102.7, MCL1 BIM primary 7.9 and MEX-5 binding -1.6.

No enrichment for hits; 2.1% or so of the library scored in one or more.
